UPR XBP1 act = activators of adaptive XBP1 UPR arm, primary screen, cell-based, CHO-XBP1 luciferase reporter, luminescence, uHTS | IRE1-XBP1 UPR activation; percent of tunicamycin response, DMSO as zero | activation, % at 20 µM | 0.33% of 330,000 active | AID 463104, 2010;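 active = versus positive control, 20 µM dose yields 30% or more activation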;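 also: 100% = tunicamycin at 10 µg/mL and 0% = DMSO only wells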
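Material – CHO cell line with stable XBP1 luciferase reporter · Buffer or medium – F12 plus 10% FBS · Compound – single point, 20 µM final compound, 1% DMSO · Schedule – 16-18 h cell attachment at 37 °C, then 6 h compound exposure · Signal – Steady-Glo luminescence read · Benchmarks – high control tunicamycin 10 µg/mL final, low control DMSO vehicle only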
UPR CHOP act = activators of apoptotic CHOP UPR arm, primary screen, cell-based, CHO-CHOP luciferase reporter, luminescence, uHTS; 0.34% of 330,000 active; UPR activation; percent of tunicamycin response over DMSO baseline; activation, % at 10 µM;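 active = at 10 µM dose, activation of 40% or more, normalized to positive control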;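 also: 100% = tunicamycin at 10 µg/mL and 0% = DMSO alone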
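Assay system: CHO cells with stable CHOP pathway luciferase reporter; Buffer or medium: F12 plus 10% serum; Times: 16-18 h cell attachment, then 6 h compound exposure, 37 °C; Signal: luciferase luminescence; Read-out basis: percent activation relative to tunicamycin control; Control set: tunicamycin high control, DMSO low control.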
tim23-1 inh = growth inhibitors of tim23-1 mutant yeast, primary screen, luminescence, uHTS; S. cerevisiae tim23-1 growth, BacTiter-Glo luminescence, 24 h; inhibition, % at 20 µM; 1.3% of 330,000 active;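 active = growth inhibition of the mutant yeast at or above 50%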;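 also: temperature-sensitive mutant grown at 25 °C; plate controls were DMSO-treated mutant yeast for no effect and medium wells lacking yeast for full effect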
APJ agonist = agonists of human apelin receptor APJ, primary screen, CHO-K1 cells, PathHunter beta-arrestin, luminescence | activation, % at 20 µM | 0.11% of 330,000 active | 0% DMSO wells, 100% apelin;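 active = activation more than six SD over the plate average, tested at 20 µM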;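 also: 0% = DMSO alone and 100% = apelin-13 at 10 nM; some results filed as inactive read as strong as hits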
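assay system = CHO-K1 APJ beta-arrestin complementation cell line | input = cell density 1000 per well | dosing = compound 20 µM once, DMSO 1% | timing = compound 90 min 25 °C, reagent 1 h | measured by = luminescence from split beta-galactosidase complementation, Galacton Star/Emerald II substrate | read-out basis = APJ agonist activity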
APJ antag = antagonists of human apelin receptor APJ, primary screen, CHO-K1 cells, beta-arrestin complementation, luminescence. inhibition, % at 20 µM. 0.32% of 330,000 active;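 active = inhibition above about 40% at 20 µM, limit read from the data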;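 also: cells challenged with 10 nM apelin-13 agonist together with compound; plate controls were apelin-13 plus DMSO wells for no effect and DMSO wells lacking apelin-13 for full effect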
EBI2 block = EBI2 receptor antagonists, beta-arrestin recruitment, primary screen, cell-based, luminescence, 7a,25-OHC stimulation, uHTS; inhibition, % at 5 µM; 0.81% of 360,000 active; G-protein coupled receptor 183 (Homo sapiens), P32249; 7a,25-OHC stimulated; in the data active = inhibition above about 38%;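 also: enzyme fragment complementation signal reports receptor beta-arrestin coupling in cells; 0% = agonist plus DMSO wells and 100% = wells without agonist; some results beyond the cut were filed as inactive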
Target sequence (P32249 whole entry, looked up, the tested form may be a part): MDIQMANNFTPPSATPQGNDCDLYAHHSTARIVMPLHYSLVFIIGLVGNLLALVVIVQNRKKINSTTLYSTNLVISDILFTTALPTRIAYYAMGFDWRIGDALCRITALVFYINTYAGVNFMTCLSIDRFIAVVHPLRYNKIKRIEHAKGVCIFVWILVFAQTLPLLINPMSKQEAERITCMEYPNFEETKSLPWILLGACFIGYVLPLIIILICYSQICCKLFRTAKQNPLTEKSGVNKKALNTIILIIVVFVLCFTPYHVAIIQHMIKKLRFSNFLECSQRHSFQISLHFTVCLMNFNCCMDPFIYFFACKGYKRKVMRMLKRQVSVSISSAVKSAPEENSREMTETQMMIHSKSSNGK
CCR6 antag = CCR6 receptor antagonists, primary screen, cell-based, CHO-K1, luminescence, beta-arrestin, uHTS | C-C chemokine receptor type 6 (Homo sapiens), P51684 | CHO-K1 CCR6 PathHunter beta-arrestin, CCL20-stimulated | inhibition, % at 20 µM | 0.49% of 340,000 active | AID 493098, 2011;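 active = compounds whose inhibition of the agonist-driven luminescence signal at 20 µM reaches about 50%, limit read from the data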;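 also: cells stimulated with CCL20 at 14 nM final; plate controls were DMSO with CCL20 for no effect and DMSO without agonist for full effect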
Target sequence (P51684 whole entry, looked up): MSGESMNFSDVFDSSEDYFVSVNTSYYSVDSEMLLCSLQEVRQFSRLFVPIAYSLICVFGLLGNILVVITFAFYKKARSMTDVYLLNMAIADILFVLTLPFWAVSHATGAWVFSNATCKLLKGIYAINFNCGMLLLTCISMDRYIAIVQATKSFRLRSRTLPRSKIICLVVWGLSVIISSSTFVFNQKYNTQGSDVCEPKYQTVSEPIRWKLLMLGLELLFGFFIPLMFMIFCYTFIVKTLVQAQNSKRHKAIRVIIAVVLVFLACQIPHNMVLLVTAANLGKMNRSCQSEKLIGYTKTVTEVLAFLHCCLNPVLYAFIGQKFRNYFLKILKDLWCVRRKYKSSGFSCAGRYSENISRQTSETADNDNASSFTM
CXCR6 inh = CXCR6 receptor inhibitors, primary screen, cell-based, beta-arrestin, luminescence, CHO-K1 PathHunter, 1536-well; AID 602244, 2012; inhibition, % at 20 µM; 0.36% of 360,000 active; in the data active = inhibition above about 34%, passing the limit was not always enough;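 also: antagonist mode with CXCL16 agonist at 10 nM final; 0% = 10 nM CXCL16 with DMSO and 100% = unstimulated wells without agonist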
Target sequence (O00574 whole entry, looked up): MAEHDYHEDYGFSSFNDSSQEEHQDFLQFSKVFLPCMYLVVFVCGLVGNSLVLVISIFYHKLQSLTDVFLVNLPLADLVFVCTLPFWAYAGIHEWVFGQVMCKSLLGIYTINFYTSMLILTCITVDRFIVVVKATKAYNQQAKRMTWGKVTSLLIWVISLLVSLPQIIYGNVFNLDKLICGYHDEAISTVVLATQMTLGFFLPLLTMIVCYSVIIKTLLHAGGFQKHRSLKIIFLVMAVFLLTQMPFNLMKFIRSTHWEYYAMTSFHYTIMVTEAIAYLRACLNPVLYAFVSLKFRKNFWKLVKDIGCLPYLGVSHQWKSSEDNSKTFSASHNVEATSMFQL
Mdm2 MdmX PPI = inhibitors of human Mdm2-MdmX association, primary screen, cell-based, luminescence, split luciferase, SaOS-2, uHTS | 3% of 330,000 active | Protein Mdm4 (Homo sapiens) + E3 ubiquitin-protein ligase Mdm2 (Homo sapiens), … | inhibition, % at 8 µM | AID 485346, 2010 | SaOS-2 split-luciferase Mdm2/MdmX complementation;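 active = inhibition of at least 50% at 8 µM in the primary screen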
An asterisk follows results filed as active.

O=C(Nc1cccc(Cl)c1)Nc1ccccc1NS(=O)(=O)c1cccs1 was read as UPR XBP1 act -2, UPR CHOP act 3.1, tim23-1 inh 0, APJ agonist -1, APJ antag 1, EBI2 block 4, CCR6 antag 14, CXCR6 inh -9 and Mdm2 MdmX PPI 18.
Screening O=S(=O)(Nc1ccc2c(c1)OCO2)c1ccc(F)c(F)c1 returned UPR XBP1 act -1, UPR CHOP act 2.0, tim23-1 inh 3, APJ agonist -3, APJ antag -9, EBI2 block -4, CCR6 antag -4, CXCR6 inh -7 and Mdm2 MdmX PPI 9.
Screening Cc1ccc(CS(=O)(=O)c2ccc(C(=O)N3CCCCC3)cc2[N+](=O)[O-])cc1 returned UPR XBP1 act -5, UPR CHOP act -0.1, tim23-1 inh 24, APJ agonist 5, APJ antag -28, EBI2 block -4, CCR6 antag -9, CXCR6 inh -6 and Mdm2 MdmX PPI 6.
Screening Cc1cc(OCC(=O)NCc2cccnc2)c2c(C)cc(=O)oc2c1 returned UPR XBP1 act -2, UPR CHOP act -2.1, tim23-1 inh -17, APJ agonist 0, APJ antag 15, EBI2 block -8, CCR6 antag 5, CXCR6 inh 0 and Mdm2 MdmX PPI 10.
Screening O=C(c1ccc(-n2nc(C(F)(F)F)c3c2CCCC3)cc1)N1CCOCC1 returned UPR XBP1 act -2, UPR CHOP act -4.0, tim23-1 inh 9, APJ agonist -2, APJ antag -2, EBI2 block -8, CCR6 antag 18, CXCR6 inh 47* and Mdm2 MdmX PPI 8.
O=C(C1CCN(S(=O)(=O)c2ccc(Cl)cc2)CC1)N1CCCCCCC1 was read as UPR XBP1 act -2, UPR CHOP act 0.2, tim23-1 inh 20, APJ agonist -7, APJ antag -1, EBI2 block -3, CCR6 antag 3, CXCR6 inh 2 and Mdm2 MdmX PPI -2.
`CCOC(=O)C1(Cc2cccc(OC)c2)CCCN(C(=O)c2cc(CC(C)C)[nH]n2)C1` (stereo unspecified) gave UPR XBP1 act -2, UPR CHOP act 4.9, tim23-1 inh 16, APJ agonist 2, APJ antag 11, EBI2 block -3, CCR6 antag -5, CXCR6 inh -2 and Mdm2 MdmX PPI -43.
Screening COc1ccc(CNCC(O)(c2ccccc2)c2ccc(F)cc2)cc1OC (stereo unspecified) returned UPR XBP1 act -2, UPR CHOP act 0.0, tim23-1 inh 20, APJ agonist -5, APJ antag -1, EBI2 block 1, CCR6 antag 7, CXCR6 inh -6 and Mdm2 MdmX PPI -27.
`Cc1ccccc1-c1cc2nc(C)c(C)c(=O)n2[nH]1` gave UPR XBP1 act -2, UPR CHOP act 4.4, tim23-1 inh -8, APJ agonist -5, APJ antag -3, EBI2 block -8, CCR6 antag 3, CXCR6 inh -4 and Mdm2 MdmX PPI -13.
For NC(=O)/C=C/C(=O)Nc1ccc(Cl)cc1 the results were UPR XBP1 act -4, UPR CHOP act 3.5, tim23-1 inh 34, APJ agonist -3, APJ antag 7, EBI2 block -2, CCR6 antag -4, CXCR6 inh -10 and Mdm2 MdmX PPI -4.
Cc1nn2c(NCCCN3CCOCC3)c3c(nc2c1-c1ccccc1)CCC3 was read as UPR XBP1 act -3, UPR CHOP act 0.4, tim23-1 inh -7, APJ agonist -5, APJ antag 1, EBI2 block -5, CCR6 antag 3, CXCR6 inh 5 and Mdm2 MdmX PPI 17.
`CC1CCCCC1NC(=S)NC(=O)c1cccs1` (stereo unspecified) gave UPR XBP1 act 0, UPR CHOP act 0.6, tim23-1 inh 52*, APJ agonist -1, APJ antag -16, EBI2 block 2, CCR6 antag 6, CXCR6 inh 3 and Mdm2 MdmX PPI 19.
Screening Cc1c(C(=O)NCc2ccc(F)cc2)c(-c2ccccc2)nn1-c1ccccc1 returned UPR XBP1 act -3, UPR CHOP act 0.4, tim23-1 inh 26, APJ agonist 1, APJ antag 17, EBI2 block 16, CCR6 antag -8, CXCR6 inh -7 and Mdm2 MdmX PPI 15.
Screening CCCCOC(=O)C1=C(C)NC(=O)NC1c1cc2c(cc1Br)OCO2 (stereo unspecified) returned UPR XBP1 act 2, UPR CHOP act 1.0, tim23-1 inh 12, APJ agonist 0, APJ antag 1, EBI2 block 2, CCR6 antag 2, CXCR6 inh 10 and Mdm2 MdmX PPI 20.
`CCCCNc1nc(CC)c2c(c1C#N)CCCC2` gave UPR XBP1 act 3, UPR CHOP act -4.3, tim23-1 inh 4, APJ agonist -5, APJ antag 29, EBI2 block 3, CCR6 antag 9, CXCR6 inh 11 and Mdm2 MdmX PPI 11.
`Cc1ccc(S(N)(=O)=O)cc1NC(=O)C1CC2CCC1C2` (stereo unspecified) gave UPR XBP1 act -5, UPR CHOP act -2.4, tim23-1 inh 12, APJ agonist -3, APJ antag 0, EBI2 block -1, CCR6 antag 2, CXCR6 inh -12 and Mdm2 MdmX PPI 20.
Screening CCN(C(=O)CN1C(=O)/C(=C/c2ccccc2)SC1=S)C1CCS(=O)(=O)C1 (stereo unspecified) returned UPR XBP1 act -3, UPR CHOP act 0.4, tim23-1 inh 3, APJ agonist 5, APJ antag 9, EBI2 block -7, CCR6 antag -4, CXCR6 inh 3 and Mdm2 MdmX PPI -15.
Screening CC(=O)OCCC(C)C returned UPR XBP1 act -4, UPR CHOP act -1.3, tim23-1 inh -12, APJ agonist -3, APJ antag 5, EBI2 block -5, CCR6 antag -8, CXCR6 inh 1 and Mdm2 MdmX PPI 10.
For O=C(COC(=O)c1cc(S(=O)(=O)N2CCOCC2)ccc1Cl)NC1CC1 the results were UPR XBP1 act 2, UPR CHOP act -2.5, tim23-1 inh -7, APJ agonist -2, APJ antag -34, EBI2 block 13, CCR6 antag -1, CXCR6 inh 4 and Mdm2 MdmX PPI -7.
`CC(C)C(NC(=O)c1ccccc1)C(=O)NC1CCCc2ccccc21` (stereo unspecified) gave UPR XBP1 act 0, UPR CHOP act -0.2, tim23-1 inh 10, APJ agonist 0, APJ antag -1, EBI2 block -6, CCR6 antag 5, CXCR6 inh -4 and Mdm2 MdmX PPI 11.

Of the compounds above, these have a thiophene ring, fused or not.
O=C(Nc1cccc(Cl)c1)Nc1ccccc1NS(=O)(=O)c1cccs1 was read as UPR XBP1 act -2, UPR CHOP act 3.1, tim23-1 inh 0, APJ agonist -1, APJ antag 1, EBI2 block 4, CCR6 antag 14, CXCR6 inh -9 and Mdm2 MdmX PPI 18.
`CC1CCCCC1NC(=S)NC(=O)c1cccs1` (stereo unspecified) gave UPR XBP1 act 0, UPR CHOP act 0.6, tim23-1 inh 52*, APJ agonist -1, APJ antag -16, EBI2 block 2, CCR6 antag 6, CXCR6 inh 3 and Mdm2 MdmX PPI 19.

(next part)
For Cn1c(CNC(=O)c2ccccc2F)nnc1SCc1ccc(F)cc1 the results were UPR XBP1 act -1, UPR CHOP act -1.0, tim23-1 inh 18, APJ agonist 0, APJ antag 7, EBI2 block 10, CCR6 antag 8, CXCR6 inh -5 and Mdm2 MdmX PPI 11.
For O=C(Oc1ccc(=O)n(-c2ccccc2)n1)c1ccc(F)cc1 the results were UPR XBP1 act -3, UPR CHOP act -0.7, tim23-1 inh 12, APJ agonist 0, APJ antag 3, EBI2 block 3, CCR6 antag -4, CXCR6 inh -13 and Mdm2 MdmX PPI 26.
Screening CS(=O)(=O)N(CC(=O)N1CCCCC1)C1CCCCC1 returned UPR XBP1 act 0, UPR CHOP act 0.9, tim23-1 inh 7, APJ agonist 0, APJ antag 6, EBI2 block 5, CCR6 antag 7, CXCR6 inh 3 and Mdm2 MdmX PPI 3.
Screening COc1ccc(/C(O)=C2/C(=O)C(=O)N(CCCC(=O)O)C2c2ccc(OC)cc2)cc1 (stereo unspecified) returned UPR XBP1 act -3, UPR CHOP act -1.3, tim23-1 inh -1, APJ agonist 0, APJ antag 24, EBI2 block -7, CCR6 antag 9, CXCR6 inh 7 and Mdm2 MdmX PPI -16.
O=C(CNC(=O)N1CC(=O)Nc2ccccc21)NCc1ccc(Cl)cc1 was read as UPR XBP1 act -12, UPR CHOP act 3.5, tim23-1 inh -5, APJ agonist 1, APJ antag 16, EBI2 block -8, CCR6 antag 1, CXCR6 inh 9 and Mdm2 MdmX PPI 10.
For COc1cccc(/C=N/n2c(-c3cc(C)[nH]n3)n[nH]c2=S)c1 the results were UPR XBP1 act -3, UPR CHOP act 0.0, tim23-1 inh 7, APJ agonist -3, APJ antag 16, EBI2 block -2, CCR6 antag 12, CXCR6 inh 14 and Mdm2 MdmX PPI 21.
O=C(c1ccc(Cn2c(=S)[nH]c3ccc(N4CCOCC4)cc3c2=O)cc1)N1CCC(N2CCCCC2)CC1 was read as UPR XBP1 act 3, UPR CHOP act 0.1, tim23-1 inh 3, APJ agonist -1, APJ antag -38, EBI2 block -5, CCR6 antag -6, CXCR6 inh 4 and Mdm2 MdmX PPI -3.
Screening COc1ccc(/C=N/NC(=O)c2sc(C)nc2C)cc1 returned UPR XBP1 act 3, UPR CHOP act -1.4, tim23-1 inh 10, APJ agonist 0, APJ antag -13, EBI2 block 9, CCR6 antag 3, CXCR6 inh -4 and Mdm2 MdmX PPI 12.
For O=C(COC(=O)C12CC3CC(CC(C3)C1)C2)Nc1ccc([N+](=O)[O-])cc1Cl the results were UPR XBP1 act 2, UPR CHOP act 1.1, tim23-1 inh 3, APJ agonist -1, APJ antag -4, EBI2 block -8, CCR6 antag 20, CXCR6 inh -1 and Mdm2 MdmX PPI -11.
CN1C(=O)Cc2cc(S(=O)(=O)NCCc3ccccc3)ccc21 was read as UPR XBP1 act 8, UPR CHOP act 1.2, tim23-1 inh 2, APJ agonist -1, APJ antag -12, EBI2 block -3, CCR6 antag 1, CXCR6 inh -9 and Mdm2 MdmX PPI 14.
`Cc1cc(C)nc(NC(=O)c2ccc(C)c([N+](=O)[O-])c2)n1` gave UPR XBP1 act 0, UPR CHOP act -6.3, tim23-1 inh 11, APJ agonist 3, APJ antag -9, EBI2 block -2, CCR6 antag -2, CXCR6 inh 5 and Mdm2 MdmX PPI 28.
For CC(=O)[C@@H]1[C@@H](C)N(Cc2ccccc2)C(=O)N[C@H]1c1ccccc1 the results were UPR XBP1 act -2, UPR CHOP act 2.4, tim23-1 inh 17, APJ agonist -1, APJ antag 2, EBI2 block 3, CCR6 antag -12, CXCR6 inh -8 and Mdm2 MdmX PPI 6.
CC(C)Nc1ccc(-n2nc3ccccc3[n+]2[O-])cc1 was read as UPR XBP1 act -5, UPR CHOP act -3.9, tim23-1 inh 4, APJ agonist -4, APJ antag -15, EBI2 block -7, CCR6 antag 10, CXCR6 inh 1 and Mdm2 MdmX PPI -81.

Compound activity: PubChem, Sanford-Burnham Center for Chemical Genomics

An excerpt; rates above refer to the full screens.
